Bioassay records (PubChem)
dFosB activator: activators of mouse delta FosB homodimer; 340,000 tested, 0.99% active; AID 493131; activation, % at 25 µM; purified delta FosB, TAMRA-CDK5 oligo fluorescence polarization; percent of positive-control signal above neutral wells;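 active means mean activation above about 17%, with every replicate also reaching it, limit read from the data, passing the limit was not always enough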;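 further: fluorescence polarization rise as delta FosB binds a TAMRA Cdk5 AP-1 oligo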
NSD2 inh: blocks human histone methyltransferase NSD2; O96028; NSD2 peptide methylation, AlphaScreen, 120 min; inhibition, % at 12.5 µM; 310,000 tested, 0.54% active; AID 743445; in the data active means inhibition above about 50%
PKA-R1A act: activators of PKA-R1A complex; PKA-R1A dissociation, Cy5-IP20 fluorescence polarization; scaled: DMSO 0%, 113 µM cGMP 100%; P00514+P68181; 340,000 tested, 0.083% active; activation, % at 11.4 µM; AID 504707;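 active means percent activation above the mean of all tested compounds plus 3 SD, cut at about 19% in these data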;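 further: higher means more PKAc released from R1A so a rise in polarization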
MITF act: MITF TRPM1 promoter activation in melanoma cells; SK-MEL-5 TRPM1-promoter luciferase, 24 h; % of positive control, neutral wells = 0; activation, % at 12.5 µM; 300,000 tested, 0.75% active; AID 588334;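 active means mean activation of at least 80% with every replicate also reaching 80%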;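 further: 0% = neutral control wells and 100% = parthenolide positive control wells; values of inactives mirror those of a sister screen read the other way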
PKA-R2B activ: activators of human PKA-R2B complex; P22694+P31323; PKA-R2B holoenzyme dissociation, Cy5-IP20 fluorescence polarization; R2B truncated from residue 108, S112A mutant; 0% DMSO only, 100% 113 µM cGMP; activation, % at 11.4 µM; 340,000 tested, 0.079% active; AID 504700;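 active means activation above a cutoff set at the mean over all compounds plus 3 SD, cut at about 18% in these data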;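 further: higher means more holoenzyme dissociation and a rise in polarization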
Target sequence (P31323 whole entry, looked up, other chains not shown, the tested form may be a part): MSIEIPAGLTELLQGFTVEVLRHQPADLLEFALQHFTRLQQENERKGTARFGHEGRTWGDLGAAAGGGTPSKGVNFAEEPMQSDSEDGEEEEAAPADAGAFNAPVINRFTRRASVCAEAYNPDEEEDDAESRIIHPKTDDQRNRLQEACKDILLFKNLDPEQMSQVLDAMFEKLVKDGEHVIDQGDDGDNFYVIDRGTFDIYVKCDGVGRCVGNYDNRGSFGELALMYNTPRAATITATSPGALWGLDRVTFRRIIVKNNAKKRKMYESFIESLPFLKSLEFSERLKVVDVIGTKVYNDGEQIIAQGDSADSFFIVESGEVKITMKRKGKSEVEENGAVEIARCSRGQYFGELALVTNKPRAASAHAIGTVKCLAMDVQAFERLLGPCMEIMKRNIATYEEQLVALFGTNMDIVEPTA
SR-BI DiI-HDL act: enhances SR-BI lipid uptake from DiI-HDL; CHO ldlA[mSR-BI] cells, DiI-HDL uptake fluorescence, 3 h; 100 = double the neutral-control signal; activation, % at 12.5 µM; 320,000 tested, 0.096% active; AID 504775;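 active means mean replicate activation of at least 60% and every replicate at or above 60%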;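 further: 0% = median plate neutral-control signal and 100% = twice that signal; values of inactives mirror those of a sister screen read the other way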
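Assay system: CHO ldlA[mSR-BI] cells, LDL receptor-null, SR-BI overexpressing; medium: Ham's F12 with 0.5% BSA, HEPES 25 mM, pH 7.4; also added: DiI-HDL 10 µg/mL; timing: 3 h uptake period with compound, 37 °C; signal: DiI fluorescence, bottom read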
DSG3 Ab inh: inhibitors of pemphigus antibody binding to human desmoglein-3; DSG3-coupled beads, scFv-anti-DSG3-GFP binding, flow cytometry; stronger effect = lower value; binding (percent of control), % at 10 µM; 310,000 tested, 0.48% active; P32926;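 active means binding more than 3 SD below its plate's average and above zero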;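 further: hits lower antibody fragment binding to DSG3; some compounds called inactive have numbers as strong as hits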
SR-BI DiI inh: blocks mouse SR-BI lipid uptake from DiI-HDL | Q61009 | ldlA[mSR-BI] CHO cells, DiI-HDL uptake fluorescence, 3 h | inhibition, % at 12.5 µM | 320,000 tested, 0.96% active;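 active means mean replicate inhibition of at least 70% and a set share of replicates each scoring 70 or more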;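 further: 0% = median of neutral control wells and 100% = median of positive control wells; values of inactives mirror those of a sister screen read the other way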
CDK5 p35 inh: blocks human CDK5/p35 kinase activity; Recombinant CDK5/p35, ADP-Glo luminescence, 60 min; Q00535+Q15078; 330,000 tested, 0.01% active; inhibition, % at 10 µM; AID 488839;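 active means highest replicate inhibition of at least 50% and at least 75% of replicates reaching 50%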;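 further: plate controls were DMSO neutral control for no effect and GW8510 at 10 µM for full effect; many of its hits are not listed in these tables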
Target sequence (Q00535 whole entry, looked up): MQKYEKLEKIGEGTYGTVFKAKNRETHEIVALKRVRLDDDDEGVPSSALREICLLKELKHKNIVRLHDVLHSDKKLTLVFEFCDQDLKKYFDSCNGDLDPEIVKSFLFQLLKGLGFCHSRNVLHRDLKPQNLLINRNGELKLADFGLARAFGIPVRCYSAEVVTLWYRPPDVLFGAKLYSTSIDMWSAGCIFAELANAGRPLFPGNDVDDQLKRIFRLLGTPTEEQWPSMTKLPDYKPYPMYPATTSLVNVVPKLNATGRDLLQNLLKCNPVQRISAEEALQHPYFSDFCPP
Target sequence (Q15078 whole entry, looked up): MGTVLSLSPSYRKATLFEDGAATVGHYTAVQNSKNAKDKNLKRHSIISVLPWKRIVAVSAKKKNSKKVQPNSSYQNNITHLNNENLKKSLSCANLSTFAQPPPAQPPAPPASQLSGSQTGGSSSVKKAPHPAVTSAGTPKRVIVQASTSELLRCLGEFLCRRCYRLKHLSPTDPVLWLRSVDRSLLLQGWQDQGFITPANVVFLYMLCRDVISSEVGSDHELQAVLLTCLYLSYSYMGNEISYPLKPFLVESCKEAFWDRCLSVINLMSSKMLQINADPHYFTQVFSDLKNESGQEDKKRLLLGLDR
Mot1-301 SUMO: inhibitors of SUMOylation pathway: yeast Mot1-301 growth rescue; S. cerevisiae Mot1-301 growth rescue, ATP luminescence, 38.5C; percent above DMSO median, 100 means doubled; growth rescue, % at 18.8 µM; 320,000 tested, 1% active;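 active means every valid replicate shows activation above 250% relative to neutral control wells; inactive means the rest, any valid replicate at or below 250%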;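 further: OY570 slx delta 5 strain wells were the positive control but not used for scaling; some compounds called inactive have numbers as strong as hits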
Arrestin-AP2 inh: inhibitors of human beta-arrestin and AP2 interaction; AID 504490; 340,000 tested, 0.31% active; inhibition, % at 10 µM; FITC-arrestin peptide / GST-AP2 beads, flow cytometry; AP2 beta2 appendage carries R879A mutation;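 active means inhibition above a set limit, near 3 SD of compounds lacking own fluorescence, cut at about 54% in these data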;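 further: plate controls were DMSO wells for no effect and 5 µM unlabelled arrestin peptide for full effect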
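System: GST-tagged AP2 beta2-adaptin appendage (R879A) on 4 µm glutathione beads / Reagent: FITC-arrestin peptide, 50 nM / Detection: HyperCyt-sampled flow cytometry, FL1 channel, ex 488/em 535 nm / Timing: 12 min plus 1 h, RT / Buffer or medium: PBS plus Tween 20 (0.05%) and BSA (0.1%)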
Starred values were filed as active, the others as inactive.

How did COc1ccc([C@H]2CC(=O)C=C(c3c(OC)cccc3OC)C2)cc1 do in these assays?
dFosB activator: 3; PKA-R1A act: -3; MITF act: -18; PKA-R2B activ: -7; SR-BI DiI-HDL act: 1; DSG3 Ab inh: 95; SR-BI DiI inh: -1; CDK5 p35 inh: 0.8; Mot1-301 SUMO: 15; Arrestin-AP2 inh: 37

How did COc1ccc(Cl)cc1N1C(=O)C2CCCN2C1c1sccc1C (configuration not stated) do in these assays?
dFosB activator: -6; NSD2 inh: 0; PKA-R1A act: -11; PKA-R2B activ: -5; SR-BI DiI-HDL act: 7; SR-BI DiI inh: -7; CDK5 p35 inh: -0.9; Mot1-301 SUMO: -13; Arrestin-AP2 inh: 14

What do the screens show for `CC(=NN1CC(=O)NC1=O)c1ccc([N+](=O)[O-])o1`?
dFosB activator: 10; NSD2 inh: -2; PKA-R1A act: -14; MITF act: -41; PKA-R2B activ: -11; SR-BI DiI-HDL act: 25; DSG3 Ab inh: 99; SR-BI DiI inh: -25; CDK5 p35 inh: 0.6; Arrestin-AP2 inh: 5

What do the screens show for `O=C(CCNS(=O)(=O)c1ccccc1C(F)(F)F)N1CCN(c2ccccc2O)CC1`?
dFosB activator: -12; NSD2 inh: 1; PKA-R1A act: 2; MITF act: 17; PKA-R2B activ: -2; SR-BI DiI-HDL act: -27; DSG3 Ab inh: 101; SR-BI DiI inh: 27; CDK5 p35 inh: 0.5; Mot1-301 SUMO: 13; Arrestin-AP2 inh: 0

What do the screens show for `O=C(Nc1ccccc1N1CCCCC1)c1ccc(Cl)c([N+](=O)[O-])c1`?
dFosB activator: -4; NSD2 inh: 0; PKA-R1A act: -4; MITF act: -17; PKA-R2B activ: -3; SR-BI DiI-HDL act: -34; DSG3 Ab inh: 106; SR-BI DiI inh: 34; CDK5 p35 inh: 1.4; Mot1-301 SUMO: 570; Arrestin-AP2 inh: -3

Results for COc1cccc(C(C(=O)NC2CCCC2)N(Cc2ccc(C)cc2)C(=O)c2ccco2)c1OC (configuration not stated) ?
dFosB activator: -1; NSD2 inh: 8; PKA-R1A act: -2; MITF act: -4; PKA-R2B activ: -9; SR-BI DiI-HDL act: -20; DSG3 Ab inh: 101; SR-BI DiI inh: 20; CDK5 p35 inh: 0.2; Mot1-301 SUMO: -10; Arrestin-AP2 inh: 4

Results for Cc1cc(=O)oc(C)c1C(=O)Nc1c(C)n(C)n(-c2ccccc2)c1=O ?
dFosB activator: 2; NSD2 inh: -1; PKA-R1A act: -7; MITF act: 6; PKA-R2B activ: -7; SR-BI DiI-HDL act: 11; DSG3 Ab inh: 103; SR-BI DiI inh: -11; CDK5 p35 inh: 0.3; Mot1-301 SUMO: -8; Arrestin-AP2 inh: -7

How did COc1ccc(C(=O)Nc2cccc(C(C)=O)c2)cc1S(=O)(=O)N1CCOCC1 do in these assays?
dFosB activator: -8; NSD2 inh: 0; PKA-R1A act: 3; MITF act: -3; PKA-R2B activ: 4; SR-BI DiI-HDL act: -54; DSG3 Ab inh: 111; SR-BI DiI inh: 54; CDK5 p35 inh: -6.7; Mot1-301 SUMO: -1; Arrestin-AP2 inh: -10

How did CCn1c(SCC(=O)Nc2ccc3c(c2)OCO3)nc2c(c1=O)SC(C)C2 (configuration not stated) do in these assays?
dFosB activator: -7; PKA-R1A act: 4; MITF act: -2; PKA-R2B activ: 1; DSG3 Ab inh: 97; CDK5 p35 inh: 0.2; Mot1-301 SUMO: -9; Arrestin-AP2 inh: 13

Results for O=C(CSc1ccc(S(=O)(=O)N2CCCCC2)cn1)Nc1ccccc1Br ?
dFosB activator: -8; NSD2 inh: -2; PKA-R1A act: -7; MITF act: -4; PKA-R2B activ: -7; SR-BI DiI-HDL act: -36; DSG3 Ab inh: 92; SR-BI DiI inh: 36; CDK5 p35 inh: 1.6; Mot1-301 SUMO: -13; Arrestin-AP2 inh: 9

Results for O=c1nc2ccccc2c(NS(=O)(=O)c2ccc(Cl)cc2)n1-c1ccccc1 ?
dFosB activator: 2; NSD2 inh: 2; PKA-R1A act: 3; MITF act: -7; PKA-R2B activ: -5; SR-BI DiI-HDL act: 13; DSG3 Ab inh: 95; SR-BI DiI inh: -13; CDK5 p35 inh: 0.6; Mot1-301 SUMO: -6; Arrestin-AP2 inh: -5

Results for CC(=O)Nc1ccc(S(=O)(=O)NCC(=O)OCc2ccccc2)cc1 ?
dFosB activator: 0; NSD2 inh: -4; PKA-R1A act: -4; MITF act: -3; PKA-R2B activ: -3; SR-BI DiI-HDL act: 9; DSG3 Ab inh: 81; SR-BI DiI inh: -9; CDK5 p35 inh: -0.1; Mot1-301 SUMO: -3; Arrestin-AP2 inh: 0

What do the screens show for `Cc1c(C(=O)O/N=C(\N)c2ccccn2)cccc1[N+](=O)[O-]`?
dFosB activator: 0; NSD2 inh: 10; PKA-R1A act: 3; MITF act: -20; PKA-R2B activ: -7; SR-BI DiI-HDL act: -24; DSG3 Ab inh: 105; SR-BI DiI inh: 24; CDK5 p35 inh: 0.4; Mot1-301 SUMO: -23; Arrestin-AP2 inh: -2

Results for Cc1ccc(-n2c(C)cc(C)c(C#N)c2=O)cc1C ?
dFosB activator: -1; NSD2 inh: -1; PKA-R1A act: -3; MITF act: 2; PKA-R2B activ: 2; SR-BI DiI-HDL act: -8; DSG3 Ab inh: 86; SR-BI DiI inh: 8; CDK5 p35 inh: -3.6; Arrestin-AP2 inh: -3

Results for CCC(c1nnnn1Cc1ccco1)N(CCN1CCOCC1)Cc1cc2cc(C)ccc2[nH]c1=O (configuration not stated) ?
dFosB activator: -9; NSD2 inh: 3; PKA-R1A act: -9; PKA-R2B activ: 4; SR-BI DiI-HDL act: 14; SR-BI DiI inh: -14; CDK5 p35 inh: -2.0; Mot1-301 SUMO: 7; Arrestin-AP2 inh: 8

What do the screens show for `O=C(O)Cc1sc(-c2ccccc2Cl)nc1-c1ccccc1`?
dFosB activator: 1; PKA-R1A act: -21; MITF act: 9; PKA-R2B activ: -9; SR-BI DiI-HDL act: 10; DSG3 Ab inh: 92; SR-BI DiI inh: -10; CDK5 p35 inh: -1.2; Mot1-301 SUMO: 1; Arrestin-AP2 inh: -6

How did O=C(N/N=C/c1ccsc1)c1cc(-c2cccs2)nc2ccccc12 do in these assays?
dFosB activator: -5; NSD2 inh: 32; PKA-R1A act: -10; MITF act: -9; PKA-R2B activ: 6; SR-BI DiI-HDL act: -7; DSG3 Ab inh: 85; SR-BI DiI inh: 7; CDK5 p35 inh: 3.1; Mot1-301 SUMO: -27; Arrestin-AP2 inh: -7

How did O=C(O)C1CCN(C(=O)COc2ccc(Br)cc2)CC1 do in these assays?
dFosB activator: -1; NSD2 inh: 0; PKA-R1A act: 0; MITF act: -1; PKA-R2B activ: -1; SR-BI DiI-HDL act: 5; DSG3 Ab inh: 96; SR-BI DiI inh: -5; CDK5 p35 inh: -3.3; Mot1-301 SUMO: -4; Arrestin-AP2 inh: 5

Results for Cc1[nH]c2ccccc2c1/C=N\NC(=O)c1ccco1 ?
dFosB activator: -13; NSD2 inh: 0; PKA-R1A act: -1; MITF act: 3; PKA-R2B activ: -9; SR-BI DiI-HDL act: 0; DSG3 Ab inh: 104; SR-BI DiI inh: 0; CDK5 p35 inh: 0.1; Mot1-301 SUMO: 2; Arrestin-AP2 inh: -1

How did COc1ccc(OC)c(NC(=O)C2CCN(c3ncccn3)CC2)c1 do in these assays?
dFosB activator: 3; NSD2 inh: 0; PKA-R1A act: -5; MITF act: 6; PKA-R2B activ: -9; SR-BI DiI-HDL act: -19; DSG3 Ab inh: 91; SR-BI DiI inh: 19; CDK5 p35 inh: -0.4; Mot1-301 SUMO: -17; Arrestin-AP2 inh: 3

Results for Cc1nn(-c2ccc(F)cc2)c(Cl)c1/C=N/NC(=O)c1cccc(S(=O)(=O)N2CCCC2)c1 ?
dFosB activator: -6; NSD2 inh: 0; PKA-R1A act: 7; MITF act: -8; PKA-R2B activ: 6; DSG3 Ab inh: 103; CDK5 p35 inh: -1.1; Mot1-301 SUMO: 56; Arrestin-AP2 inh: -11

What do the screens show for `CC1CN(S(=O)(=O)c2ccc(C(=O)NC3CCCCC3)cc2)CC(C)O1` (configuration not stated)?
dFosB activator: -5; PKA-R1A act: 0; MITF act: 3; PKA-R2B activ: -8; SR-BI DiI-HDL act: 1; DSG3 Ab inh: 99; SR-BI DiI inh: -1; CDK5 p35 inh: -1.0; Mot1-301 SUMO: -9; Arrestin-AP2 inh: -11

What do the screens show for `O=C(Nc1ccccc1F)c1ccc([N+](=O)[O-])s1`?
dFosB activator: -5; NSD2 inh: -2; PKA-R1A act: 2; MITF act: -33; PKA-R2B activ: 0; SR-BI DiI-HDL act: 4; DSG3 Ab inh: 103; SR-BI DiI inh: -4; CDK5 p35 inh: 0.2; Mot1-301 SUMO: -34; Arrestin-AP2 inh: 0

What do the screens show for `COc1ccc(CNC(=O)CCN2C(=S)NC(C)(C)CC2C)cc1` (configuration not stated)?
dFosB activator: 4; NSD2 inh: -1; PKA-R1A act: 10; MITF act: 4; PKA-R2B activ: 2; SR-BI DiI-HDL act: 4; DSG3 Ab inh: 101; SR-BI DiI inh: -4; CDK5 p35 inh: 0.0; Mot1-301 SUMO: 197; Arrestin-AP2 inh: 10

How did Cc1ccc(-c2nc(C#N)c(N3CCC(C(N)=O)CC3)o2)cc1 do in these assays?
dFosB activator: -1; NSD2 inh: 1; PKA-R1A act: -2; MITF act: 1; PKA-R2B activ: -4; CDK5 p35 inh: 2.0; Mot1-301 SUMO: -4; Arrestin-AP2 inh: 18

Results for O=C(NCCC(=O)N(CCc1ccccc1)Cc1ccccc1)c1ccccc1Cl ?
dFosB activator: -6; NSD2 inh: 0; PKA-R1A act: -2; MITF act: 2; PKA-R2B activ: -4; SR-BI DiI-HDL act: -11; DSG3 Ab inh: 97; SR-BI DiI inh: 11; CDK5 p35 inh: 4.3; Mot1-301 SUMO: 14; Arrestin-AP2 inh: -21
